HEK293 NOD2/NF-kB – NOD2 signaling inhibitors, cell-based, luminescence, uHTS, HEK293 (AID 1566) | HEK293 NOD2/NF-kB luciferase reporter, luminescence; higher % means a stronger effect | inhibition, % at 4 µM; hits with a dose series show EC50 in µM | 290,000 tested, 0.63% active; note: many of its hits are not listed in these tables
TNAP activators – stimulation of alkaline phosphatase TNAP activity – biochemical, luminescent, no phosphate acceptor, uHTS, primary screen (AID 1001); purified TNAP, luminescent activation assay, no phosphate acceptor; higher activation fold means a stronger effect; activation fold at 20 µM; hits with a dose series show EC50 in µM; 200,000 tested, 0.03% active; in the data active = activation fold from about 3, or a potency from the dose series; inactive = the rest, 99 in 100 with activation fold below about 1.6; note: many of its hits are not listed in these tables
PMI inhibition – MPI inhibition at elevated mannose 6-phosphate – biochemical, fluorescence intensity, high mannose 6-phosphate, primary screen (AID 1220); one-dose inhibition, % at 20 µM; IC50 in µM for titrated hits; recombinant PMI enzyme, coupled fluorescence intensity; higher % means a stronger effect; 190,000 tested, 0.66% active
XIAP antagonists – XIAP antagonists, biochemical, IAP family, fluorescence polarization (AID 1018). 200,000 tested, 0.007% active. one-dose displacement, % at 20 µM; IC50 in µM for titrated hits. XIAP BIR domain, fluorescence polarization peptide displacement; higher % means a stronger effect; in the data active = displacement above about 50%; note: a part of the inactive calls stands beside numbers as strong as those of hits
KOR beta-arrestin-1 – kappa opioid receptor activators – cell-based, luminescence, uHTS, primary screen (AID 1777); KOR beta-arrestin recruitment, luminescence; higher % means a stronger effect; one-dose activation, % at 10 µM; EC50 in µM for titrated hits; 280,000 tested, 0.02% active; in the data active = activation above about 50%, passing the limit was not always enough; note: a part of the inactive calls stands beside numbers as strong as those of hits
LYP inhibition – inhibitors of LYP phosphatase, biochemical, fluorescence intensity, uHTS (AID 1779); recombinant LYP phosphatase, fluorescence intensity; higher % means a stronger effect; one-dose inhibition, % at 11.5 µM; IC50 in µM for titrated hits; 290,000 tested, 0.054% active;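 note: plate controls were vehicle with enzyme for no effect and no enzyme for full effect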
PMI inhibitors – inhibitors of human PMI, primary screen, biochemical, fluorescence intensity, coupled assay (AID 1209) | purified PMI enzyme, coupled fluorescence intensity; higher % means a stronger effect | inhibition, % at 20 µM, or IC50 in µM where a hit was titrated | 190,000 tested, 0.42% active;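 note: plate controls were DMSO vehicle for no effect and wells lacking substrate for full effect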
KOR beta-arrestin-2 – KOR antagonists, beta-arrestin recruitment, cell-based, luminescence, uHTS (AID 1778); KOR beta-arrestin recruitment, luminescence, antagonist mode; higher % means a stronger effect; one-dose inhibition, % at 10 µM; IC50 in µM for titrated hits; 290,000 tested, 0.091% active; note: strong numbers were not always called active
NOD1 NF-kB reporter – NOD1 signaling inhibitors, primary screen, cell-based, luminescence, uHTS (AID 1578); NOD1-driven NF-kB luciferase reporter cells, luminescence; higher % means a stronger effect; one-dose inhibition, % at 4 µM; EC50 in µM for titrated hits; 290,000 tested, 1% active; in the data active = inhibition mostly above about 36%, no sharp cut-off; inactive = mostly below about 34%;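 note: HEK-293T reporter cells stimulated with the NOD1 agonist gamma-tri-DAP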
* marks the source's active call; other numbers are inactive results; · = not tested or not shown. Cut-off read from the data, not from the text of the source, unless noted: active = inhibition above about 50%; inactive = the rest.

SMILES	HEK293 NOD2/NF-kB	TNAP activators	PMI inhibition	XIAP antagonists	KOR beta-arrestin-1	LYP inhibition	PMI inhibitors	KOR beta-arrestin-2	NOD1 NF-kB reporter
CCOC(=O)c1c(NC(=O)c2ccc(S(=O)(=O)N3CCOCC3)cc2)sc2c1CCN(C)C2	3%	1.1	-22%	-7.4%	3.7%	-4%	-12%	-51%	·
CC1CCCC(NC(=O)COC(=O)c2c[nH]c(=O)[nH]c2=O)C1C (configuration not stated)	15%	1	6%	-24%	·	-4%	10%	22%	-8%
COc1cc(OC)c(S(=O)(=O)N2CCN(C(=O)c3ccco3)CC2)cc1NC(C)=O	2%	·	·	·	3.9%	-4%	·	7%	46%
O=C(CSc1nnnn1C1CCCCC1)NCc1ccc2c(c1)OCO2	2%	1	-6%	-5.5%	-8.7%	-10%	-2%	23%	-26%
CCOc1ccc(-c2onc(C(F)(F)F)c2-c2cscn2)c(O)c1	26%	1	-4%	-3.2%	5.0%	-2%	12%	7%	18%
Cc1cc(C(=O)NC2CCCC2)on1	-8%	1.1	5%	-1.5%	2.6%	-10%	2%	16%	-3%
CCOC1Cc2ccccc2N(C(N)=O)c2ccccc21 (configuration not stated)	4%	·	-3%	-2.6%	-7.2%	-7%	2%	15%	14%
O=C(Nc1c2c(nn1-c1ccc(F)cc1)CS(=O)(=O)C2)c1ccc(Br)o1	8%	·	·	·	2.9%	-10%	·	-6%	-4%
COCCCNc1nc(N)c([N+](=O)[O-])c(NC2CCCCC2)n1	12%	·	·	·	-1.4%	1%	·	8%	-7%
CCCCCn1c(SCCC(C)C)nc2c1c(=O)[nH]c(=O)n2C	11%	1.2	12%	-2.3%	0.7%	4%	12%	-30%	-4%
COc1cc2c(cc1OC)C1(CCCC1)C(N)=C2C#N	4%	1	37%	-2.8%	-1.5%	2%	5%	3%	-8%
CCOC(=O)N1CCc2c(sc(NC(=O)Cc3ccccc3)c2C(=O)c2ccc(OC)cc2)C1	24%	·	·	·	-2.9%	4%	·	3%	3%
CCCCN1C(C)=CC(=C2C(=O)c3ccccc3C2=O)C=C1C	-61%	1	11%	-6.7%	-4.9%	-6%	11%	14%	-16%
COC(=O)c1cc(NC(=O)Nc2cccc(Cl)c2)ccc1Cl	-34%	1.1	-1%	-5.2%	4.7%	-4%	7%	-29%	·
N#Cc1ccc(OCCOCCNC2CCCC2)cc1	-12%	1.1	-15%	-0.5%	1.3%	-9%	-10%	16%	7%
COc1ccc(S(=O)(=O)NCC2CCC(C(=O)N3CCC4(CC3)OCCO4)CC2)cc1 (configuration not stated)	14%	1.1	0%	-6.8%	4.2%	-7%	2%	-24%	-27%
CCCn1c(SCC(N)=O)nnc1-c1ccco1	6%	1	6%	-3.3%	-6.3%	1%	-2%	19%	11%
O=C(O)CCC(=O)NCCn1c(-c2ccccc2)csc1=Nc1ccccc1	-10%	1.2	-8%	-3.9%	-5.5%	-5%	-8%	16%	-10%
COc1ccc(C(C)=O)cc1COc1cc(C)c(Cl)c(C)c1	-32%	·	·	·	4.4%	-4%	·	10%	4%
CS(=O)(=O)N1CCC(C(=O)Nc2cccc(C(F)(F)F)c2)CC1	6%	1	9%	-1.9%	2.4%	-2%	4%	35%	-2%
Cn1c(=O)cc2c3c(c(N4CCCCC4)ccc31)C(=O)c1ccccc1-2	-4%	·	·	·	-0.3%	-5%	·	11%	-5%
N#CCCN(C(=O)COC(=O)COc1ccc(Cl)cc1)c1ccccc1	4%	1	13%	-4.7%	4.9%	-2%	5%	-30%	-33%
Cc1cccc(C)c1N(CC(=O)Nc1cc(Cl)ccc1Oc1ccccc1)S(C)(=O)=O	3%	1.1	21%	-2.9%	-4.2%	2%	16%	13%	-41%
CCCCOc1ccc(OCCNS(=O)(=O)N(C)C)cc1	6%	1.1	11%	-4.6%	11%	-4%	5%	12%	-7%
CCOC(=O)c1sc(=S)n(C)c1NC(=O)c1ccc(F)cc1	4%	1	-8%	-5.8%	22%	2%	12%	23%	16%
CCOC(=O)c1ccc2c(c1)n(CCO)c(C)[n+]2CC	3%	1.1	16%	-2.1%	2.3%	-5%	14%	-14%	-22%
CCN(CC)CCNC(=O)Cc1nn(CC)c(=O)c2ccccc12	7%	1.1	-8%	-3.3%	-4.3%	-9%	-8%	30%	-13%
CC(CO)Nc1nc(SCc2ccccc2)nc2sc3c(c12)CCC3 (configuration not stated)	13%	1.1	9%	0.9%	-4.2%	1%	16%	27%	16%
C#CCn1c(=NC(=O)c2ccc(Br)s2)sc2cccc(OC)c21	-6%	1.1	3%	-5.4%	-3.7%	-5%	10%	21%	-22%
COc1cc(/C=C/CN2CCN(CCC(C)C)C(CCO)C2)ccc1O (configuration not stated)	17%	1	20%	-0.7%	-3.7%	-5%	10%	25%	-15%
O=C(CCCn1c(=O)c2sccc2n(Cc2cc(=O)n3ccccc3n2)c1=O)NCc1ccco1	10%	1.2	8%	-2.8%	-3.5%	-3%	10%	14%	-8%
CC(O)CNc1nc(NCc2ccccc2)c2cnn(C)c2n1 (configuration not stated)	-8%	·	·	·	1.2%	-13%	·	-39%	-23%
CCOC(=O)/C(=C/c1c[nH]c2ccccc12)NC(C)=O	19%	1.1	9%	-5.6%	2.4%	-1%	8%	-16%	7%
COc1ccc(CCNC(=O)C2CCCN(c3ncccn3)C2)cc1 (configuration not stated)	12%	1.1	-12%	-13%	-9.7%	-10%	-10%	8%	-33%
O=C(O)/C=C\C(=O)NCc1ccccc1	22%	1.1	-5%	3.3%	-0.3%	-4%	-10%	-11%	0%
O=C(c1ccco1)N1CCCC(c2nc3c(nnn3Cc3cccc(Cl)c3)c(=O)[nH]2)C1 (configuration not stated)	22%	·	·	·	-5.2%	-9%	·	-15%	-19%

Part of the list above with just LYP inhibition and KOR beta-arrestin-1.
mol | LYP inhibition | KOR beta-arrestin-1
CCN(CC)CCNC(=O)Cc1nn(CC)c(=O)c2ccccc12 | -9% | -4.3%
O=C(c1ccco1)N1CCCC(c2nc3c(nnn3Cc3cccc(Cl)c3)c(=O)[nH]2)C1 (configuration not stated) | -9% | -5.2%
CC(O)CNc1nc(NCc2ccccc2)c2cnn(C)c2n1 (configuration not stated) | -13% | 1.2%
O=C(O)/C=C\C(=O)NCc1ccccc1 | -4% | -0.3%

Other results follow:
SMILES	HEK293 NOD2/NF-kB	TNAP activators	PMI inhibition	XIAP antagonists	KOR beta-arrestin-1	LYP inhibition	PMI inhibitors	KOR beta-arrestin-2	NOD1 NF-kB reporter
Cc1cc(C)c(S(=O)(=O)N(C)CC(=O)NCc2ccncc2)c(C)c1	7%	1	1%	-7.3%	-3.8%	-9%	11%	-21%	-33%
Cc1ccc(NC(=O)Cc2nnc(SCC(=O)Nc3nncs3)n2C)cc1	3%	·	·	·	3.9%	-11%	·	-40%	-32%
CCOc1cc(N2CCOCC2)c(OCC)cc1NC(=O)CN1C(=O)C2C3C=CC(C3)C2C1=O (configuration not stated)	9%	1.1	16%	-8.5%	-1.9%	5%	4%	20%	-25%
O=C(CCCn1c(=S)[nH]c2ccsc2c1=O)NC1CCCCC1	10%	·	·	·	-0.6%	1%	·	17%	-16%
CCOc1cc2[nH]c(=O)n(Cc3ccccc3)c(=O)c2cc1OCC	7%	1.1	-1%	-4.7%	2.5%	-4%	-2%	-1%	-1%
CN1CCN(Cc2c(O)ccc3c2oc(=O)c2ccccc23)CC1	-9%	1.1	10%	-1.2%	1.7%	-3%	16%	-30%	-27%
CC(=O)c1sc2nc(-c3ccccc3)cc(C)c2c1N	-3%	·	·	·	1.1%	-2%	·	14%	-33%
O=C(N/N=C/c1cccn1-c1cccc(C(=O)O)c1)Nc1ccccc1	-10%	1	-8%	-14%	1.2%	8%	-15%	1%	-33%
Cc1ccc(S(=O)(=O)N(C)/N=C/c2ccc(N(C)C)cc2)cc1	6%	·	·	·	-3.2%	2%	·	12%	-2%
Cc1ccc(S(=O)(=O)ON=C2CCN(S(=O)(=O)c3ccccc3)CC2)cc1	9%	1.1	-1%	-11%	-1.1%	-6%	8%	-6%	13%
COC(=S)Nc1cccc(C(F)(F)F)c1	-6%	·	·	·	3.8%	-13%	·	-82%	8%
CC1CC(C)(C)NC(=S)S1 (configuration not stated)	3%	1	3%	-6.3%	-2.1%	0%	4%	-15%	4%
COc1ccc(S(=O)(=O)n2nc(OC(=O)c3cccs3)cc2NC(=O)c2cccs2)cc1	-8%	1	9%	-7.0%	0.2%	6%	3%	-2%	-21%
CCC1CCCCN1C(=O)CCn1ccnc1 (configuration not stated)	5%	1.1	2%	-10%	0.2%	-5%	-2%	-6%	-33%
COc1ccc(C)cc1S(=O)(=O)N(CC(=O)Nc1cc([N+](=O)[O-])ccc1C)c1ccc(C)c(C)c1	-27%	1.2	1%	-1.5%	-1.0%	11%	8%	3%	2%
COC(=O)c1cccc(OC(N)=O)c1	17%	1.1	8%	-2.0%	4.6%	-8%	0%	-8%	-9%
CCOC(=O)Cc1csc(NC(NC(=O)OCC)(C(F)(F)F)C(F)(F)F)n1	8%	1.2	0%	-1.0%	-9.0%	-8%	0%	20%	-11%
CCc1nc(=O)c(-c2ccccc2)c(C)n1-c1ccccc1	12%	·	·	·	-3.8%	-6%	·	8%	-22%
COc1ccc(Nc2cc(Cl)nc(N)n2)cc1OC	0%	1	28%	-6.3%	-5.1%	-5%	8%	31%	-18%
CC1(C)CC(=O)C2=C(C1)OC(/N=C/N1CCOCC1)=C(C#N)C2c1ccccc1 (configuration not stated)	14%	1	6%	-4.8%	-1.2%	1%	-19%	-17%	-12%
Cc1ccc(NC2c3ncccc3C(=O)N2C2CCCCC2)cc1 (configuration not stated)	15%	1	-1%	-1.8%	-2.9%	-2%	-2%	9%	5%
CCN(CC(=O)NCc1ccc(Cl)cc1)C(=O)COc1ccc(C)cc1C	17%	·	·	·	9.8%	-5%	·	-7%	-6%
O=S(=O)(Nc1ccc(N2CCOCC2)cc1)c1ccc(F)cc1F	-2%	1.1	17%	-7.9%	-1.3%	0%	-8%	13%	-53%
CNc1c(NC(=O)c2ccc3c(c2)OCO3)c(=O)oc2ccccc12	-14%	·	·	·	0.7%	-1%	·	-27%	-18%

A section of the results above, as a working copy:
SMILES	HEK293 NOD2/NF-kB	TNAP activators	PMI inhibition	XIAP antagonists	KOR beta-arrestin-1	LYP inhibition	PMI inhibitors	KOR beta-arrestin-2	NOD1 NF-kB reporter
CCN(CC(=O)NCc1ccc(Cl)cc1)C(=O)COc1ccc(C)cc1C	17%	·	·	·	9.8%	-5%	·	-7%	-6%
O=S(=O)(Nc1ccc(N2CCOCC2)cc1)c1ccc(F)cc1F	-2%	1.1	17%	-7.9%	-1.3%	0%	-8%	13%	-53%
CNc1c(NC(=O)c2ccc3c(c2)OCO3)c(=O)oc2ccccc12	-14%	·	·	·	0.7%	-1%	·	-27%	-18%

Continuation.
SMILES	HEK293 NOD2/NF-kB	TNAP activators	PMI inhibition	XIAP antagonists	KOR beta-arrestin-1	LYP inhibition	PMI inhibitors	KOR beta-arrestin-2	NOD1 NF-kB reporter
O=C(CC1SCCNC1=O)Nc1ccc(F)c(Cl)c1 (configuration not stated)	-18%	1.1	1%	-4.4%	2.5%	-4%	4%	-13%	-40%
O=C(CCSc1ccc(F)cc1)Nc1ccc(-n2cnnn2)cc1	14%	1.1	4%	-6.1%	-4.8%	-7%	7%	-34%	-1%
CC1=NNC(=O)C1CC(=O)N/N=C/c1ccncc1 (configuration not stated)	15%	·	·	·	2.0%	-6%	·	-9%	9%
CCC(CC)C(=O)OCC(=O)Nc1ccc(S(=O)(=O)N2CCOCC2)cc1OC	-2%	1.1	-1%	-5.8%	2.0%	-4%	0%	-73%	-2%

Only part of the results is shown; count on the stated rates, not on these rows.
